Screening data (PubChem)
TRPC6 activator: mouse TRPC6 channel activation; Q61143; HEK293-TRPC6 membrane potential dye fluorescence; stronger effect = higher value; B-score at 10 µM; hit rate 0.13% among 310,000; AID 2550;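 active means B-score of the integrated fluorescence ratio above library mean plus 3 SD, and starting fluorescence ratio within library mean plus 5 SD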;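 further: higher score means more depolarization so channel activation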
RGS4 act: RGS4 potentiation or activation; HEK293 M3R/inducible RGS4, carbachol calcium flux Fluo4; stronger effect = lower value; B-score at 10 µM; hit rate 0.92% among 310,000;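 active means B-score of the integrated calcium signal more than 4 SD below the library mean, with starting fluorescence not abnormally high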;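 further: negative B-score means reduced calcium response which marks RGS4 activation or potentiation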
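System – HEK293 FlpIn-TREx cells, stable M3R, doxycycline-inducible RGS4 · Reagent – ECmax carbachol challenge · Times – compound preincubation 20 min at room temperature before agonist · Technique – Fluo4 fluorescence kinetic imaging of calcium · Measure – B score of integrated Fluo4 ratio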
HDAC3 inh: inhibitors of human histone deacetylase 3. recombinant HDAC3, fluorogenic peptide/trypsin coupled, fluorescence. inhibition, % at 8.3 µM. hit rate 0.15% among 320,000; in the data active means inhibition above about 26%, passing the limit was not always enough; inconclusive means no clear call, values can overlap the other calls
Target sequence (O15379 whole entry, looked up): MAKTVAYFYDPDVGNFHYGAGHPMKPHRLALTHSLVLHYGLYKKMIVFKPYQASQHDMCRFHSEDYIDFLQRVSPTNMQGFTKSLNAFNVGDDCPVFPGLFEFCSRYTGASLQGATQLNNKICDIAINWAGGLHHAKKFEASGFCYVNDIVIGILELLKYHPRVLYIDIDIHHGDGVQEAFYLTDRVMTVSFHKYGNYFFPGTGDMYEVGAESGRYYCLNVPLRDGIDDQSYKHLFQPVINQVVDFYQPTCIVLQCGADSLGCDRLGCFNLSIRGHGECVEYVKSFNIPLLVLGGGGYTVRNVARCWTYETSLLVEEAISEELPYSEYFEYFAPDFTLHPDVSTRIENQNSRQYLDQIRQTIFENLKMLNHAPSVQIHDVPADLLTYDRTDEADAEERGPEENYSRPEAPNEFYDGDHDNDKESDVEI
MrgX1 antagonist: blocks BAM8-22 activation of human MrgX1 receptor | Q96LB2 | MRGX1-HEK293 calcium flux, Fluo-4, BAM8-22 antagonism; stronger effect = lower value | B-score at 10 µM | hit rate 1.3% among 310,000;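 active means calcium-response B-score plate-corrected more than 3 library SD below zero, starting fluorescence within 5 deviations, no agonist response on first addition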;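 further: peak minus trough fluorescence over baseline after final BAM8-22 challenge near maximal dose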
Target sequence (Q96LB2 whole entry, looked up): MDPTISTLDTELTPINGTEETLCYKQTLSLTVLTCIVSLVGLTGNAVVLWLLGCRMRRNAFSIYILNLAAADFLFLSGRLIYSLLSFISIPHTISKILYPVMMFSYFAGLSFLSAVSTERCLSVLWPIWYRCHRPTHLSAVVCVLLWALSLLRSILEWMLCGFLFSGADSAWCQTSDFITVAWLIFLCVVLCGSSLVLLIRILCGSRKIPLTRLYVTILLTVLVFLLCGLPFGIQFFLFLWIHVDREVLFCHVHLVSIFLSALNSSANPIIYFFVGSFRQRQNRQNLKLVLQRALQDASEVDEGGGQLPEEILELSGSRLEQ
TMEM16A inh: inhibitors of mouse TMEM16A calcium-activated chloride channel. hit rate 1.2% among 310,000. normalized B-score (activity score, 25-100; higher = stronger inhibition) at 10 µM. HEK293 TMEM16A/YFP iodide influx fluorescence, ionomycin. Q8BHY3;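 active means ratio plate-corrected score three or more library SD toward inhibition, starting fluorescence score within five deviations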;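 further: score derived from kinetic fluorescence span divided by baseline fluorescence per well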
TRPC6 inh: blocks the mouse TRPC6 cation channel | B-score at 10 µM | HEK293-TRPC6, membrane potential dye, ACh-evoked depolarization; stronger effect = lower value | Q61143 | hit rate 1.1% among 310,000;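 active means B-score under library mean minus 3 SD, initial fluorescence not abnormally high, positive integrated signal ratio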;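 further: B-score derived from integrated fluorescence ratio over the kinetic read; more negative B-score means stronger inhibition of depolarization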
MrgX1 ag: activates human MrgX1 receptor signaling; Q96LB2; MrgX1-HEK293 cells, Fluo-4 calcium fluorescence, agonist mode; stronger effect = higher value; B-score at 10 µM; AID 588627; hit rate 0.44% among 310,000;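 active means calcium response B-score plate-corrected fluorescence ratio at least 3 library SD, with starting fluorescence B-score inside 5 SD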
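Test system: Stable human MrgX1 HEK293 cell line | Schedule: Overnight plating before 1 h dye loading | Read-out basis: Baseline-normalised fluorescence change ratio, B-scored | Detection: Kinetic calcium dye fluorescence, Fluo-4 NW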
SKKanGAS inh: inhibitors of SKKanGAS S. pyogenes growth in kanamycin (SK-promoter or general growth effect). BacTiter-Glo, 6 h. inhibition, % at 7.5 µM. hit rate 1.3% among 300,000. AID 1662;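 active means mean replicate score, as percent of positive control median, at least 50; inconclusive means mean below 50 but one replicate at or above 50; inactive means mean and every replicate below 50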;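 further: strain carries kanamycin resistance gene driven by streptokinase promoter and grows in 40 µg/ml kanamycin; loss of luminescence reflects streptokinase promoter inhibition or plain growth inhibition; 0% = median of DMSO wells and 100% = positive control at its reference dose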
RGS4 inh: inhibitors of human RGS4 | HEK293 M3R/RGS4 inducible, Fluo-4 calcium flux; stronger effect = higher value; triggered by carbachol at its EC20 | hit rate 0.45% among 310,000 | AID 463165 | B-score at 10 µM | P49798;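 active means B-score, a plate-corrected calcium signal, over three deviations above library mean, with baseline fluorescence within five deviations of library mean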;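 further: RGS4 expression induced by doxycycline in cells with stable M3 receptor; B-score is computed from the integrated fluorescence ratio over baseline after carbachol; higher B-score means a larger calcium signal and so more RGS4 inhibition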
Target sequence (P49798 whole entry, looked up): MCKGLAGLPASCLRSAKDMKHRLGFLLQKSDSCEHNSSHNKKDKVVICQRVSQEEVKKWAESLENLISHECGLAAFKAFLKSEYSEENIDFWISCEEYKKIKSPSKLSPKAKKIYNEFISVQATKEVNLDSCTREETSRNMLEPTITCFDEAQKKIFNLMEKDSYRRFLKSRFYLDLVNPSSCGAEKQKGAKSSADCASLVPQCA
TMEM16A act: mouse TMEM16A channel activation, primary screen; hit rate 0.3% among 340,000; Q8BHY3; B-score at 10 µM; HEK293 TMEM16A/YFP-H148Q/I152L, iodide quench fluorescence; stronger effect = lower value;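 active means fluorescence-ratio B-score plate-corrected deviation score at least 3 library SD below zero, with starting fluorescence score within 5 deviations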;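 further: channel opened by trigger with iodide after compound preincubation; score built on the fluorescence ratio of max minus min over baseline; more negative score means more quench and so TMEM16A activation or potentiation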
MrgX1 PAM: human MrgX1 positive allosteric modulation, primary screen; B-score at 10 µM; MrgX1-HEK293, Fluo-4 calcium flux, FDSS; stronger effect = higher value; Q96LB2; hit rate 0.63% among 310,000;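 active means plate-corrected calcium response at least 3 library SD above typical, normal starting fluorescence, not activating the receptor alone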;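 further: compound read alongside a low EC10 to EC30 dose of BAM8-22 agonist; peak minus trough fluorescence over baseline measured at the second addition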
* marks the source's active call; other numbers are inactive results; i = inactive; ? = inconclusive; / = no result given. Hits appear at their usual frequency. Share with any hit: about 6.7%.

SMILES	TRPC6 activator	RGS4 act	HDAC3 inh	MrgX1 antagonist	TMEM16A inh	TRPC6 inh	MrgX1 ag	SKKanGAS inh	RGS4 inh	TMEM16A act	MrgX1 PAM
S=C(NCC1CCCO1)Nc1ccccc1Cl (centres undefined)	i	i	-1.2	i	i	i	i	-10.4	i	i	i
COc1ccccc1CNC(=O)CCn1c(=O)sc2ccccc21	i	i	1.1	i	i	i	i	-12.0	i	i	i
CCN(CC)c1ncnc2c1cnn2Cc1ccc(Cl)cc1	i	i	0.3	i	i	i	i	3.5	i	i	i
CCn1c(C)c(C)c2cc(C(=O)NC3CCCCCC3)ccc21	i	i	-1.7	i	i	i	i	6.6	i	i	i
Oc1cccc(-c2nc3ccccc3s2)c1	i	i	2.4	i	i	i	i	-11.4	i	i	i
CC(NC(=O)c1ccc(CS(C)(=O)=O)cc1)C1CC2CCC1C2 (centres undefined)	i	i	-2.5	i	i	i	i	-6.5	i	i	i
CCCCCCSc1nc(O)c(C2OC(=O)c3c2ccc(OC)c3OC)c(=O)n1CC (centres undefined)	i	i	4.1	i	i	i	i	0.0	i	i	i
CCOC(=O)c1ccc(N2C(=O)CC(N3CCC(C(N)=O)(N4CCCCC4)CC3)C2=O)cc1 (centres undefined)	/	/	-2.9	i	i	/	i	/	/	i	i
Cc1ccc(S(=O)(=O)N2CCCN(S(=O)(=O)c3ccc(C(F)(F)F)cc3)CC2)cc1	i	i	-1.5	i	i	i	i	4.2	i	i	i
CCOC(=O)CCc1c(C)c2ccc3c(c2oc1=O)CN(CCCO)CO3	i	i	-329.8	i	i	i	i	-4.1	i	i	i
CCOC(=O)C1CCCN(c2c(NCCN(C)Cc3ccccc3)c(=O)c2=O)C1 (centres undefined)	i	i	-0.1	i	i	i	i	-3.5	i	i	i
Cc1cccc(-c2c3c(nc4c2c(=O)n(C)c(=O)n4C)-c2ccccc2C3O)c1 (centres undefined)	i	i	1.2	i	i	i	i	3.8	i	i	i
Cc1ccc(C)c(S(=O)(=O)N(C)C2(C)CCS(=O)(=O)C2)c1 (centres undefined)	i	i	-0.3	i	i	i	i	-5.8	i	i	i
CSc1ccc(/C=N/n2c(C)cc(C)cc2=O)cc1	i	i	2.2	i	i	i	i	3.3	i	i	i
O=C1CCCC2=C1C(c1cccs1)Nc1ccc3ncccc3c12 (centres undefined)	i	i	2.9	i	i	i	i	-3.0	i	i	i
Cc1c(NCc2nc3ccccc3[nH]2)c(=O)n(-c2ccccc2)n1C	i	i	5.1	i	i	i	i	2.2	i	i	i
Cc1cc(C)nc(NC(=NCc2ccc3c(c2)OCO3)NC(=O)Nc2ccccc2)n1	i	i	-6.0	i	i	i	i	/	i	i	i
CN(CCOc1ccccc1)CC(=O)Nc1ccc(Cl)c(S(=O)(=O)N(C)C)c1	i	i	1.7	i	i	i	i	-4.4	i	i	i
CC(c1nccs1)N(C)C(=O)CCc1nnc(Cc2c[nH]c3ccccc23)o1 (centres undefined)	i	i	-4.9	i	i	i	i	12.1	i	i	i
Cc1ccc(CN2CC(C(=O)Nc3cccc(S(=O)(=O)N4CCCCC4)c3)CC2=O)cc1 (centres undefined)	i	i	2.5	i	i	i	i	31.6	i	i	i
COc1ccc(/C=C(/NC(=O)c2ccc(C)cc2)C(=O)N2CCCC2)cc1OC	i	i	6.7	i	i	i	i	0.0	i	i	i
Cc1ccccc1CN1CCC(n2nccc2NC(=O)CCCc2ccccc2)CC1	i	i	2.0	i	i	i	i	-4.1	i	i	i
CC(C)c1ccc(NC(=O)c2ccc3snnc3c2)cc1	i	i	-1.2	i	i	i	i	-2.3	i	i	i
Cc1cc(SCC(=O)OCC(=O)NC(C)c2ccccc2)c(C)cc1Br (centres undefined)	i	i	-11.7	i	i	i	i	1.1	i	i	i
CCc1c(C)nc2ncnn2c1N1CCN(S(=O)(=O)c2ccc(OC)cc2)CC1	i	i	-4.2	i	i	i	i	-12.1	i	i	i
O=C(NS(=O)(=O)c1ccc(Cl)cc1)c1ccccc1	i	i	-4.5	-4.9*	i	i	i	-14.6	i	i	i
CC1(C)CC(=O)C(C=NCCN2CCOCC2)=C(O)C1	i	i	1.9	i	i	i	i	-1.0	i	i	i
O=C(Cc1ccc(N2CCNC2=O)cc1)N1CCCC(Nc2cccc(F)c2)C1 (centres undefined)	i	i	-3.0	i	i	i	i	11.6	i	i	i
COc1cccc(/C=C/C(=O)c2cccc([N+](=O)[O-])c2)c1OC	i	i	-5.7	i	i	i	i	8.3	i	i	i
COc1ccccc1/C=N/NC(=O)c1ccccc1NS(=O)(=O)c1ccc(C)cc1	i	i	-9.1	i	i	i	i	8.3	i	i	i
CCOc1cc(C(=O)Nc2cccnc2)cc(OCC)c1OCC	i	i	4.9	i	i	i	i	-5.6	i	i	i
O=C(NCCNc1ccc([N+](=O)[O-])cc1)c1cccc2c(Br)cccc12	i	i	/	i	i	i	i	25.0	i	i	i
O=C(CN1CCN(S(=O)(=O)c2ccc(F)cc2)CC1)Nc1ccc2c(c1)OCCO2	i	i	-0.1	i	i	i	i	-1.7	i	i	i
O=C(CSc1ccc2c(c1)OCCO2)Nc1cccnc1	i	i	-2.6	i	i	i	i	-19.2	i	i	i
CC(=O)C1C(=O)CC(c2ccc(Cl)cc2)CC1=O (centres undefined)	i	i	9.0	i	i	i	i	1.8	i	i	i
O=C(NCC1CCCCC1)c1ccc(=O)[nH]c1	i	i	4.7	i	i	i	i	-5.1	i	i	i
C=C(C)Cn1c(C)cc(C)c(S(=O)(=O)c2ccccc2C)c1=O	i	i	-2.7	i	100*	i	i	5.0	i	i	i
Cc1ccc(C)c(NC(=O)c2cnccn2)c1	i	i	-3.3	i	i	i	i	-3.2	i	i	i
CCCCCCN1C=CC(=C2C(=O)c3ccccc3C2=O)C=C1	i	i	11.2	i	i	i	i	20.6	i	i	i
CCN1CCCC1CNc1ncnc2c1[nH]c1ccc(Cl)cc12 (centres undefined)	i	i	-2.6	i	i	i	i	-5.2	i	i	i
O=C(NCc1cccnc1)c1ccc(Cn2cc(C(F)(F)F)ccc2=O)cc1	i	i	-9.0	i	i	i	i	5.7	i	i	i
CCC1=Nc2ccccc2NC2=C1C(=O)CCC2	i	i	4.2	i	i	i	i	1.5	i	i	i
CC/C(=N\NC(=O)c1nnn(-c2nonc2N)c1CN(C)c1ccccc1)c1ccccc1	i	i	5.6	i	i	i	i	-0.8	i	i	i
Cc1ccc(Cn2nnc3c(=O)n(CC(=O)NCc4ccccc4)cnc32)cc1	i	i	-6.1	i	i	i	i	-14.9	i	i	i
Cc1onc(-c2c(Cl)cccc2Cl)c1C(=O)N1CCN(c2ccccc2F)CC1	i	i	6.0	i	i	i	i	28.9	i	i	i
COc1cc(NC(=O)c2ccc(Br)cc2)c(OC)cc1NC(=O)c1ccccc1	i	i	4.5	i	i	i	i	6.0	i	i	i
CCN(CC)CCSc1nc(O)c(-c2ccccc2)c(=O)[nH]1	i	i	6.6	i	i	i	i	6.6	i	i	i
Cc1cccc(N(C)S(=O)(=O)c2ccc3c(c2)CCC(=O)N3)c1	i	i	-5.3	i	i	i	i	-1.7	i	i	i
Cc1ccc(C)n1-c1sc2c(c1C#N)CCCC2	i	i	-1.2	i	i	i	i	23.0	i	i	i
Cc1ccc(S(=O)(=O)NCC(=O)OC(C)C(=O)Nc2ncc(Cl)cc2Cl)cc1 (centres undefined)	i	i	-0.9	i	i	i	i	-4.8	i	i	i
COc1ccc(-n2nc(C(=O)NCC(=O)N3CCN(c4ccccc4)CC3)c3ccccc3c2=O)cc1OC	i	i	4.0	i	i	i	i	1.0	i	i	i
Cc1ccccc1Nc1nc(Nc2ccccc2C)nc(SC2=NCCS2)n1	i	i	-0.5	i	25*	i	i	11.8	i	i	i
O=S(=O)(Nc1ccc(-c2nc3cccnc3s2)cc1)c1ccccc1F	i	i	-172.2	i	i	i	i	-6.2	i	i	i
CCOC(=O)c1c(NC(=O)c2cccs2)sc2c1CCN(C(=O)OCC)C2	i	i	-4.5	i	i	i	i	54.5*	i	i	i
O=C(Nc1ccccc1)NC1CCCc2ccccc21 (centres undefined)	i	i	-6.5	i	i	i	i	0.6	i	i	i
CCOc1ccc(N(CC(=O)O)S(=O)(=O)c2ccc(F)cc2)cc1	/	/	2.9	i	i	/	i	/	/	i	i
COc1cc(C2C(C#N)=C(N)Oc3n[nH]c(-c4cccs4)c32)cc(OC)c1O (centres undefined)	i	i	5.8	i	i	i	i	-3.0	i	i	i
O=c1[nH]c(COc2ccc(Cl)cc2Cl)nc2ccccc12	i	i	1.1	i	i	i	i	9.9	i	i	i
CCN1C(=O)C(=O)N(CC(=O)Nc2ccccc2Oc2ccccc2)C1=O	i	i	-7.7	i	i	i	i	9.4	i	i	i
O=C(OCCN1CCCCC1)c1c[nH]c2ccccc12	/	/	-5.3	i	i	/	i	/	/	i	i

Next structures.
SMILES	TRPC6 activator	RGS4 act	HDAC3 inh	MrgX1 antagonist	TMEM16A inh	TRPC6 inh	MrgX1 ag	SKKanGAS inh	RGS4 inh	TMEM16A act	MrgX1 PAM
Cn1cc([N+](=O)[O-])c(C(=O)N/N=C/c2ccc3c(c2)OCO3)n1	i	i	?	i	i	i	i	-16.8	i	i	i
CCCC(=O)Nc1ccccc1-c1nnn(CC(=O)Nc2ccc(OCC)cc2)n1	i	i	-0.3	i	i	i	i	4.9	i	i	i
C=CCn1c(SCC(=O)Nc2sccc2C#N)nc2sc(C)c(C)c2c1=O	i	i	-2.5	i	i	i	i	0.5	i	i	i
CN(C)S(=O)(=O)c1ccc(N2CCOCC2)nc1	i	i	3.3	i	i	i	i	-0.9	i	i	i
Cc1c(C(=O)NNC(=O)c2ccncc2)oc2ccc(Br)cc12	i	i	2.5	i	i	i	i	-8.9	i	i	i
COc1cnc(SCCC(F)=C(F)F)[nH]c1=O	i	i	6.4	i	i	i	i	-10.3	i	i	i
COC(=O)CN1C(=O)S/C(=C/c2ccc(N3CCCCC3)o2)C1=O	12.7*	i	8.9	i	i	i	i	4.8	i	i	i
COc1ccccc1C(=O)Nc1ccc(OCc2nnc3c4ccccc4c(C)nn23)cc1	i	i	-4.9	i	i	i	i	28.8	i	i	i
Cc1cccc(C)c1NC(=O)CSc1nnc(C)n1CC1CCCO1 (centres undefined)	i	i	?	i	i	i	i	-13.6	i	i	i
COc1cccc(C(=O)Nc2sc(C(C)C)cc2C(N)=O)c1OC	i	i	9.0	i	i	i	i	-3.5	i	i	i
